Bioassay records deposited in PubChem BioAssay by several laboratories.
KLF5 inh – kruppel-like factor 5 inhibition; inhibition, % at 5 µM; DLD-1 KLF5 promoter-luciferase reporter, luminescence; 0.23% of 290,000 active;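 active means inhibition above a per-plate limit of that plate's mean compound inhibition plus 3 SD, cut at about 60% in these data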;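 further: 0% = DMSO wells and 100% = LY294002 at 200 µM; higher means less KLF5 promoter-driven luciferase light; inactives centre near -14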
HSP90 inh – inhibitors of HSP90 luciferase refolding in rabbit reticulocyte lysate | luciferase refolding luminescence, 3 h | inhibition, % at 5.6 µM | 0.91% of 290,000 active | AID 1789;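 active means inhibition above the screen-wide mean plus 3 SD, computed separately per campaign, cut at about 16% in these data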;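 further: 0% = DMSO wells and 100% = 60 µM geldanamycin wells; inhibitors lower the luminescence because luciferase stays unfolded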
aSyn UTR inh – MLPCN primary screen, SNCA 5' untranslated region; alpha-synuclein 5'UTR reporter, inhibitor activity; inhibition, % (tested at 7.5 µM); 0.82% of 300,000 active; in the data active means inhibition above about 60%;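 further: H4 neuroglioblastoma cells stably carrying SNCA 5'UTR luciferase fusion; 0% = DMSO wells and 100% = positive control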
HIF activator – HIF pathway transcriptional activation | U2OS HRE-luciferase reporter, luminescence; normalized: DMSO 0%, desferrioxamine 100% | activation, % at 7.5 µM (by protocol) | 0.32% of 300,000 active;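 active means mean activation of at least 10% of the iron chelator positive control signal, with at least half of replicates also reaching 10%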
Platelet DG rel – modulates dense granule release in human platelets. human platelet-rich plasma, SFLLRN dense granule ATP release, luminescence. 0.22% of 300,000 active. inhibition, %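 (compounds screened at 7.5 µM in platelet-rich plasma)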;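 active means mean replicate score, as percent of positive control, at or above 50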
IEC-6 cytotox – counter-screen for KLF5 inhibitors: cytotoxicity in IEC-6 cells. inhibition, % at 5 µM. IEC-6 cytotoxicity, luminescence viability. AID 1825. 0.78% of 290,000 active; in the data active means inhibition above about 22%;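 further: 0% = plate median of test compound wells and 100% = cytotoxic reference compound wells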
HDAC3 inhib – blocks human histone deacetylase 3 | recombinant HDAC3, fluorogenic peptide/trypsin coupled, fluorescence | inhibition, % at 8.3 µM | 0.15% of 320,000 active | AID 2718; in the data active means inhibition above about 26%, passing the limit was not always enough
Target sequence (O15379 whole entry, looked up): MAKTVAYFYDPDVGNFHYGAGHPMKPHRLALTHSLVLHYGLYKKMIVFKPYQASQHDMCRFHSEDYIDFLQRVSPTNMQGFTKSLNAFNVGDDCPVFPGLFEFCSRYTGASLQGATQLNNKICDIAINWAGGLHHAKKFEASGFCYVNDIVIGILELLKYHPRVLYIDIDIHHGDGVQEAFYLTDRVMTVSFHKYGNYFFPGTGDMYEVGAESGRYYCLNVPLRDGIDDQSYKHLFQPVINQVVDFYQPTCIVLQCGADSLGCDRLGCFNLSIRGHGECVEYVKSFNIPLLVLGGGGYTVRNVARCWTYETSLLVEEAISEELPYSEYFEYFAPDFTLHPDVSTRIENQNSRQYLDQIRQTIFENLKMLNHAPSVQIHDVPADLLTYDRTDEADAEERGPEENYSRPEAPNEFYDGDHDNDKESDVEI
AI-2 QS mod – modulators of Vibrio harveyi AI-2 quorum sensing system; Vibrio harveyi JMH597 AI-2 luminescence/OD600 ratio, 9 h; active compounds read low; strain lacks LuxN and CqsS sensors; 0 = neutral-control median; activity change, % at 7.5 µM; 0.4% of 300,000 active; AID 2094; in the data active means activity change below about -75%, passing the limit was not always enough;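 further: luminescence divided by OD600 gain over 9 h not by final OD600 alone; inactives centre near 13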
HSF-1 act – increases HSF-1 driven luciferase reporter signal; activation, % at 9 µM; AID 504408; NIH3T3-HGL HSF-1 luciferase reporter, MG132, 8 h; 100% = twice DMSO control signal; 1.7% of 300,000 active;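 active means mean replicate activation of at least 50% with a set share of replicates each reaching 50%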;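 further: 0% = median of the neutral control wells and 100% = twice that signal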
HSF1 inhib – HSF1 inhibition; NIH3T3-HGL HSE-luciferase, MG132-induced, luminescence 8 h; active compounds read low; activity change, negative = inhibition, % at 7.5 µM (by protocol); 0.77% of 300,000 active;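 active means more than half of replicate wells show activity change below -50%, luminescence cut by over half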;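 further: luciferase reports HSF-1 transcriptional activity via heat shock element; 0% = median of DMSO wells and -100% = zero luminescence signal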
* = called active by the depositor. Hits appear at their usual frequency. About 5% of those tested had a hit in this group.

Results for COc1ccc(-c2cc(C(F)(F)F)n3nc(C(=O)NCCCn4ccnc4)cc3n2)cc1 ?
KLF5 inh: -36; HSP90 inh: -2; aSyn UTR inh: 26; HIF activator: -0.5; Platelet DG rel: 4; IEC-6 cytotox: -3; HDAC3 inhib: -5; AI-2 QS mod: 13; HSF-1 act: -14; HSF1 inhib: -4

What do the screens show for `Cc1cccc(N2CCN(C(=O)Cn3cnc4c3c(=O)n(C)c(=O)n4C)CC2)c1C`?
KLF5 inh: -29; HSP90 inh: -3; aSyn UTR inh: 4; HIF activator: -0.5; Platelet DG rel: -1; IEC-6 cytotox: 10; HDAC3 inhib: 3; AI-2 QS mod: 3; HSF-1 act: -1; HSF1 inhib: -2

What do the screens show for `O=C(N/N=C/c1ccc(Cl)cc1)Nc1ccccc1`?
KLF5 inh: -61; HSP90 inh: 0; aSyn UTR inh: -170; HIF activator: 5.1; Platelet DG rel: -12; IEC-6 cytotox: -4; HDAC3 inhib: 0; AI-2 QS mod: 17; HSF-1 act: 37; HSF1 inhib: 38

Results for CCCC[C@H](CN[C@@H](CNC)[C@H](C)CC)NCCC12CCC(CC1)C2 ?
KLF5 inh: -22; HSP90 inh: -2; aSyn UTR inh: -43; HIF activator: -0.6; Platelet DG rel: 2; IEC-6 cytotox: 39*; HDAC3 inhib: 3; AI-2 QS mod: 13; HSF-1 act: -2; HSF1 inhib: -1

Results for CCCCn1c(N)c(N(CCC(C)C)C(=O)C2CC(=O)N(c3ccc(OC)cc3OC)C2)c(=O)[nH]c1=O (stereo unspecified) ?
aSyn UTR inh: -2; HIF activator: 0.0; Platelet DG rel: 13; AI-2 QS mod: 29; HSF-1 act: -7; HSF1 inhib: -5

How did CCc1ccc(C(=O)NNC(=O)CCN2CCN(Cc3ccccc3)CC2)cc1 do in these assays?
KLF5 inh: -15; HSP90 inh: -1; aSyn UTR inh: 5; HIF activator: 0.0; Platelet DG rel: 7; IEC-6 cytotox: -1; HDAC3 inhib: -4; AI-2 QS mod: 13; HSF-1 act: 5; HSF1 inhib: 3

What do the screens show for `O=C(CCC(=O)c1cccs1)OCc1nnc(-c2ccccc2)o1`?
KLF5 inh: -7; HSP90 inh: -4; aSyn UTR inh: -12; HIF activator: -14; Platelet DG rel: 0; IEC-6 cytotox: -1; HDAC3 inhib: 6; AI-2 QS mod: -13; HSF-1 act: 14; HSF1 inhib: -3

What do the screens show for `CSc1ccccc1NC(=O)CSCc1nc2sc(C)c(C)c2c(=O)[nH]1`?
aSyn UTR inh: -12; HIF activator: -0.2; Platelet DG rel: -2; HDAC3 inhib: 2; AI-2 QS mod: 39; HSF-1 act: 12; HSF1 inhib: 11

How did CC(C)CCn1c(SCCN2CCOCC2)nc2c1c(=O)[nH]c(=O)n2C do in these assays?
KLF5 inh: -9; HSP90 inh: -4; aSyn UTR inh: 27; HIF activator: 0.1; Platelet DG rel: -3; IEC-6 cytotox: -4; HDAC3 inhib: -2; AI-2 QS mod: 21; HSF-1 act: 4; HSF1 inhib: 4

How did CCC1(c2ccccc2)NC(=S)N(c2cccc(C)c2C)N1 (stereo unspecified) do in these assays?
KLF5 inh: -7; HSP90 inh: -2; aSyn UTR inh: -17; HIF activator: 1.4; Platelet DG rel: -9; IEC-6 cytotox: 3; HDAC3 inhib: 1; AI-2 QS mod: 3; HSF-1 act: 31; HSF1 inhib: 12

How did CSc1ccccc1NC(=O)CN1c2ccccc2CC1C (stereo unspecified) do in these assays?
KLF5 inh: -27; HSP90 inh: -1; aSyn UTR inh: 4; HIF activator: -0.4; Platelet DG rel: 0; IEC-6 cytotox: 0; HDAC3 inhib: 0; AI-2 QS mod: 4; HSF-1 act: -28; HSF1 inhib: -28

What do the screens show for `COc1cccc(NC(=O)CCc2nnc3ccc(N4CCN(c5cccc(OC)c5)CC4)nn23)c1`?
KLF5 inh: -13; HSP90 inh: -1; aSyn UTR inh: -12; HIF activator: 0.1; Platelet DG rel: -7; IEC-6 cytotox: 8; HDAC3 inhib: -7; AI-2 QS mod: 6; HSF-1 act: 6; HSF1 inhib: 15

What do the screens show for `COc1cc(OC)c2c(c1C(CCN1CCOCC1)c1ccc(N(C)C)cc1)OC(=O)CC2c1ccc(N(C)C)cc1` (stereo unspecified)?
aSyn UTR inh: 27; HIF activator: 0.2; Platelet DG rel: -3; HDAC3 inhib: 5; AI-2 QS mod: -10; HSF-1 act: -9; HSF1 inhib: 5

What do the screens show for `CC(C)C1COS(=O)(=O)NC1CC(=O)SC(C)(C)C` (stereo unspecified)?
KLF5 inh: 4; HSP90 inh: -1; aSyn UTR inh: -19; HIF activator: -0.2; Platelet DG rel: -5; IEC-6 cytotox: -2; HDAC3 inhib: -2; AI-2 QS mod: 30; HSF-1 act: 20; HSF1 inhib: 3

What do the screens show for `Cc1ccccc1CC(=O)Nc1cc(C(C)(C)C)on1`?
KLF5 inh: -22; HSP90 inh: 2; aSyn UTR inh: -11; HIF activator: 0.7; Platelet DG rel: 2; IEC-6 cytotox: 2; HDAC3 inhib: 1; AI-2 QS mod: 17; HSF-1 act: 14; HSF1 inhib: 5

How did c1ccc(COC(CN2CCCCCC2)CN2CCCCCC2)cc1 do in these assays?
KLF5 inh: -9; HSP90 inh: -5; aSyn UTR inh: -24; HIF activator: -0.3; Platelet DG rel: -6; IEC-6 cytotox: -8; HDAC3 inhib: -4; AI-2 QS mod: 12; HSF-1 act: -9; HSF1 inhib: -7

What do the screens show for `COc1ccc(-n2c(SCC(=O)Nc3ccc(C(N)=O)cc3)nc3ccccc3c2=O)cc1OC`?
KLF5 inh: -9; HSP90 inh: 0; aSyn UTR inh: 5; HIF activator: -1.9; Platelet DG rel: 2; IEC-6 cytotox: -3; HDAC3 inhib: -3; AI-2 QS mod: -2; HSF-1 act: 60*; HSF1 inhib: 17

Results for COc1cc(/C=C2\SC(=O)N(Cc3ccc(F)cc3)C2=O)cc([N+](=O)[O-])c1O ?
KLF5 inh: 0; HSP90 inh: 5; aSyn UTR inh: 16; HIF activator: -0.1; Platelet DG rel: 6; IEC-6 cytotox: -1; AI-2 QS mod: 17; HSF-1 act: 9; HSF1 inhib: 0

How did Cc1cccc(NC(=S)NNC(=O)c2csc(C)c2)c1 do in these assays?
KLF5 inh: -130; HSP90 inh: 2; aSyn UTR inh: -77; HIF activator: 1.6; Platelet DG rel: -4; IEC-6 cytotox: -5; HDAC3 inhib: -3; AI-2 QS mod: 10; HSF-1 act: 39; HSF1 inhib: 20

Results for CC(=O)c1c(C)n([O-])c2ccc(C)cc2[n+]1=O ?
KLF5 inh: -9; HSP90 inh: 2; aSyn UTR inh: 21; HIF activator: -0.2; Platelet DG rel: -2; IEC-6 cytotox: 8; HDAC3 inhib: 0; AI-2 QS mod: 3; HSF-1 act: -17; HSF1 inhib: -6

What do the screens show for `N=C1C(c2nc3ccccc3s2)=C(O)CN1NC(=O)c1c[nH]c2ccccc12`?
KLF5 inh: -7; HSP90 inh: 0; aSyn UTR inh: 14; HIF activator: -0.2; Platelet DG rel: -3; IEC-6 cytotox: -3; HDAC3 inhib: -5; AI-2 QS mod: 11; HSF-1 act: -11; HSF1 inhib: 2

Results for O=C(NCc1ccc2c(c1)OCO2)C(=O)NC1CCCCC1 ?
KLF5 inh: 15; HSP90 inh: 0; aSyn UTR inh: -21; HIF activator: 0.2; Platelet DG rel: 2; IEC-6 cytotox: 0; HDAC3 inhib: -10; AI-2 QS mod: 35; HSF-1 act: 3; HSF1 inhib: 0

How did COC(=O)c1c(NC(=O)/C=C/C(=O)O)sc(Cc2ccccc2)c1C do in these assays?
KLF5 inh: -36; HSP90 inh: -2; aSyn UTR inh: -17; HIF activator: -0.2; Platelet DG rel: -1; IEC-6 cytotox: 3; HDAC3 inhib: 4; AI-2 QS mod: 3; HSF-1 act: -6; HSF1 inhib: -2

How did CN(C(=O)CSc1nnc(-c2ccccc2)o1)c1c(N)n(Cc2ccccc2)c(=O)[nH]c1=O do in these assays?
KLF5 inh: -71; HSP90 inh: 19*; aSyn UTR inh: 10; HIF activator: 0.0; Platelet DG rel: -1; IEC-6 cytotox: -3; HDAC3 inhib: -4; AI-2 QS mod: 11; HSF-1 act: -8; HSF1 inhib: -3

What do the screens show for `COc1ccc(C(CNC(=O)c2ccc(C)c(S(=O)(=O)Nc3ccccc3OC)c2)N2CCCC2)cc1` (stereo unspecified)?
KLF5 inh: -10; HSP90 inh: 3; aSyn UTR inh: -20; HIF activator: 0.2; Platelet DG rel: 30; IEC-6 cytotox: -5; HDAC3 inhib: 1; AI-2 QS mod: 10; HSF-1 act: -4; HSF1 inhib: -8

Results for Cc1ccc(S(=O)(=O)C2(C(=O)NCc3ccccc3Cl)CC2)cc1 ?
KLF5 inh: -2; HSP90 inh: -4; aSyn UTR inh: 0; HIF activator: -0.6; Platelet DG rel: -24; IEC-6 cytotox: 2; HDAC3 inhib: 6; AI-2 QS mod: 18; HSF-1 act: 34; HSF1 inhib: 4

Results for COc1ccc(Cl)cc1NS(=O)(=O)c1cccc(C(=O)NCC(c2ccco2)N2CCCC2)c1 (stereo unspecified) ?
aSyn UTR inh: -2; HIF activator: -0.3; Platelet DG rel: -13; HDAC3 inhib: 3; AI-2 QS mod: 263; HSF-1 act: -17; HSF1 inhib: -1

How did COc1ccc(-c2nnn(CC(=O)N(CC(=O)NC3CCCC3)c3ccccc3)n2)cc1OC do in these assays?
KLF5 inh: -1; HSP90 inh: 1; aSyn UTR inh: 13; HIF activator: 0.1; Platelet DG rel: 2; IEC-6 cytotox: 1; HDAC3 inhib: -3; AI-2 QS mod: 36; HSF-1 act: -14; HSF1 inhib: -3

How did Cc1csc(SCC(=O)Nc2ccc3c(c2)OCCO3)n1 do in these assays?
KLF5 inh: -86; HSP90 inh: 1; aSyn UTR inh: -67; HIF activator: 3.2; Platelet DG rel: -11; IEC-6 cytotox: 2; HDAC3 inhib: 1; AI-2 QS mod: 4; HSF-1 act: 19; HSF1 inhib: -6

How did CCOc1ccccc1Nc1cc2n(c(=O)n1)CCc1cc(OC)c(OC)cc1-2 do in these assays?
KLF5 inh: -3; HSP90 inh: 2; aSyn UTR inh: 59; HIF activator: 0.7; Platelet DG rel: 90*; IEC-6 cytotox: 4; HDAC3 inhib: 12; AI-2 QS mod: 5; HSF-1 act: 4; HSF1 inhib: -3

How did Cc1n[nH]c(=O)c2c(NC(=O)CSc3nncs3)oc(C)c12 do in these assays?
aSyn UTR inh: 12; HIF activator: -13; Platelet DG rel: -3; HDAC3 inhib: 2; AI-2 QS mod: 41; HSF-1 act: 3; HSF1 inhib: -4

What do the screens show for `O=C(c1ccc(S(=O)(=O)c2ccccc2Cl)c([N+](=O)[O-])c1)N1CCN(Cc2ccccc2)CC1`?
KLF5 inh: -55; HSP90 inh: 1; aSyn UTR inh: -45; HIF activator: -0.6; Platelet DG rel: 1; IEC-6 cytotox: -1; HDAC3 inhib: -9; AI-2 QS mod: 10; HSF-1 act: -11; HSF1 inhib: 2

What do the screens show for `O=[N+]([O-])c1ccccc1S(=O)(=O)N1CCCc2ccccc21`?
KLF5 inh: -42; HSP90 inh: -5; aSyn UTR inh: 13; HIF activator: -5.3; Platelet DG rel: 3; IEC-6 cytotox: 1; HDAC3 inhib: 5; AI-2 QS mod: -1; HSF-1 act: 5; HSF1 inhib: -3
